High-throughput results from PubChem BioAssay.
BAP1 inh = inhibitors of BAP1 deubiquitinase, primary screen, biochemical, Ub-AMC fluorescence, kinetic | Ubiquitin carboxyl-terminal hydrolase BAP1 (Homo sapiens), Q92560 | recombinant BAP1, Ub-AMC hydrolysis fluorescence kinetic; active compounds read low | activity remaining (% of control), % at 20 µM | actives 0.48% (n = 72,000);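 active = activity remaining at or below 50% of control, provided the compound also passes the data quality filters; inactive = the rest, including low values that fail the filters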;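 note: 100% = DMSO wells rate and 0% = substrate alone blank rate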
HePTP inhibitor = inhibitors of human HePTP phosphatase, primary screen, biochemical, absorbance, leukemia target. Tyrosine-protein phosphatase non-receptor type 7 (Homo sapiens), P35236. recombinant HePTP phosphatase activity, OD absorbance. inhibition, % at 20 µM. actives 0.64% (n = 110,000). AID 521, 2006; in the data active = inhibition above about 50%;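 note: plate controls were vehicle for no effect and reference inhibitor for full effect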
Target sequence (P35236 whole entry, looked up): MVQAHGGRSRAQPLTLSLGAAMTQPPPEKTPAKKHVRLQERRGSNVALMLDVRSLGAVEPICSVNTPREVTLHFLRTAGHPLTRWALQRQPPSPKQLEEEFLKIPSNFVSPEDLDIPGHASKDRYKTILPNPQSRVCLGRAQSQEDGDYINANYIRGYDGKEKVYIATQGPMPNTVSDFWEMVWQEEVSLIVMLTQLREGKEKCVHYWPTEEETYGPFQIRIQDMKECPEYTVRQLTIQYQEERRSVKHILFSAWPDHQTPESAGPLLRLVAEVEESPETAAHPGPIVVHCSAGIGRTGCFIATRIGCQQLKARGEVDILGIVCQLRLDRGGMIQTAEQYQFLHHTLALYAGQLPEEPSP
The depositor's hits bear a star; · = not tested or not shown; & = joins results of further samples.

BAP1 inh	HePTP inhibitor	smiles
45*	-7	O=C(COc1ccc(Cl)cc1)Nc1nnc(-c2ccc3c(c2)CCCC3)o1
·	1	C/C(Cn1nnc([N+](=O)[O-])n1)=N\NC(=O)c1ccccc1Cl
93	·	CC(C)(CO)Cc1cc(C(C)(C)C)c(O)c(C(C)(C)C)c1
94	-13&4	Cc1ccc(S(=O)(=O)NCc2ccco2)cc1C
95	10	C=CCn1c(COc2ccc(F)cc2)nnc1SCC(=O)NC(=O)NCc1ccco1
·	7	COc1ccc(N(CC(=O)Nc2cccc(C(F)(F)F)c2)S(=O)(=O)c2ccccc2)cc1Cl
105	10	O=C1C2C3C=CC([C@@H]2C(=O)N1c1nccs1)C31CC1 (some centres not stated)
99	3	CCOC(=O)c1c(N)ssc1=S
·	-2	COc1ccc(/C=C/C(=O)Nc2ccccc2Cl)cc1Br
93	3	CC(C)N(Cc1nc(-c2ccc(Cl)cc2)no1)C(=O)c1cccs1
·	4	Cc1ccccc1NC(=O)CN(c1ccc(Oc2ccccc2)cc1)S(C)(=O)=O
·	-12	COc1ccc(NC(=O)COc2ccc(-c3ccc(C)cc3)cc2)c([N+](=O)[O-])c1
103	5	CCOc1ccc(C(=O)CCN2CCCCCC2)cc1
97	·	COc1cc(OC)cc(C(=O)NCc2n[nH]c(=S)n2-c2ccc(Br)cc2)c1
95	9&-1	Cc1nnc(C)n1/N=C/c1cccs1

Reprinted from above (5 entries):
BAP1 inh	HePTP inhibitor	smiles
45*	-7	O=C(COc1ccc(Cl)cc1)Nc1nnc(-c2ccc3c(c2)CCCC3)o1
·	1	C/C(Cn1nnc([N+](=O)[O-])n1)=N\NC(=O)c1ccccc1Cl
93	·	CC(C)(CO)Cc1cc(C(C)(C)C)c(O)c(C(C)(C)C)c1
94	-13&4	Cc1ccc(S(=O)(=O)NCc2ccco2)cc1C
95	10	C=CCn1c(COc2ccc(F)cc2)nnc1SCC(=O)NC(=O)NCc1ccco1

(next part)
BAP1 inh	HePTP inhibitor	smiles
68	8	Cc1ccc2nc(SCc3ccc([N+](=O)[O-])cc3)nc(C)c2c1
111	-7	COc1ccccc1-c1ccc(=O)n(CC(=O)NC(C)(C)C)n1
·	0	Cc1cc(C)c(OCCCCN2CCCCC2)c(C)c1
86	6	Cc1nn(C)c(C)c1S(=O)(=O)N(CC(=O)NCCCOC(C)C)c1ccc(C(C)C)cc1
·	-8	O=C(Cc1ccccc1)Nc1ccc(SC(F)(F)C(F)(F)C(F)(F)F)cc1
·	0	Cc1ccc(S(=O)(=O)N(CCO)CC(O)Cn2c3ccc(Cl)cc3c3cc(Cl)ccc32)cc1 (configuration not stated)
·	-2	Cc1ccc(S(=O)(=O)/N=C(/Nc2cccc([N+](=O)[O-])c2)c2ccccc2)cc1
·	0	CCOC(=O)C1C(=O)C=C(C)C(C(=O)OCC)C1c1ccc(Br)cc1 (configuration not stated)
·	7	CCCCOc1ccc(C(=O)N2CCCc3ccccc32)cc1
90	3	CCOC(=O)c1c(N)sc2c(OC)c(Br)ccc12
·	-8	CCOc1ccc(C=NNC(=O)CNS(=O)(=O)N2CCOCC2)cc1

With a hit mark in BAP1 inh (from the list above):
BAP1 inh	HePTP inhibitor	smiles
45*	-7	O=C(COc1ccc(Cl)cc1)Nc1nnc(-c2ccc3c(c2)CCCC3)o1

Given as labelled records: part of the list above.
Cc1ccc(S(=O)(=O)/N=C(/Nc2cccc([N+](=O)[O-])c2)c2ccccc2)cc1
  BAP1 inh: ·
  HePTP inhibitor: -2

CCOc1ccc(C=NNC(=O)CNS(=O)(=O)N2CCOCC2)cc1
  BAP1 inh: ·
  HePTP inhibitor: -8

Cc1nn(C)c(C)c1S(=O)(=O)N(CC(=O)NCCCOC(C)C)c1ccc(C(C)C)cc1
  BAP1 inh: 86
  HePTP inhibitor: 6

Cc1ccc(S(=O)(=O)N(CCO)CC(O)Cn2c3ccc(Cl)cc3c3cc(Cl)ccc32)cc1 (configuration not stated)
  BAP1 inh: ·
  HePTP inhibitor: 0
